# Compound activity from PubChem.
# TexasRed fluor: counter-screen for TRb-SRC2 inhibitors: fluorescence interference. TRb/SRC2 Texas Red total fluorescence interference. Potency, µM (doses to about 106 µM), for the others: top-dose fluorescence change, negative = quenching. 280,000 compounds, 0.29% hits. AID 1479; active = well fitted curve in either direction with a large enough effect; inconclusive = small, poorly fitted or top-dose-only effect; also: % is scaled to controls: 0 for no effect and ±100 for the full control effect
#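 Flags fluorescent or light-absorbing compounds by total fluorescence, S + 2P, at 555 nm excitation and 632 nm emission. Mixture: 20 nM Texas Red SRC2 peptide, 0.6 uM human TRb LBD, 1 uM T3, 5% DMSO; compound exposure 5 h at ambient temperature.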
# L3MBTL1 block: blocks human L3MBTL1; Q9Y468; AlphaScreen L3MBTL1–H3K9me1 peptide binding; Potency, µM (series often up to 57.1 µM), inactives show top-dose activity, negative = inhibition, usual class: inhibitors; 230,000 compounds, 0.66% hits; also: % is scaled to controls: 0 for no effect and ±100 for the full control effect; nearly all actives have a fitted effect of over 60% in size
# Target sequence (Q9Y468 whole entry, looked up): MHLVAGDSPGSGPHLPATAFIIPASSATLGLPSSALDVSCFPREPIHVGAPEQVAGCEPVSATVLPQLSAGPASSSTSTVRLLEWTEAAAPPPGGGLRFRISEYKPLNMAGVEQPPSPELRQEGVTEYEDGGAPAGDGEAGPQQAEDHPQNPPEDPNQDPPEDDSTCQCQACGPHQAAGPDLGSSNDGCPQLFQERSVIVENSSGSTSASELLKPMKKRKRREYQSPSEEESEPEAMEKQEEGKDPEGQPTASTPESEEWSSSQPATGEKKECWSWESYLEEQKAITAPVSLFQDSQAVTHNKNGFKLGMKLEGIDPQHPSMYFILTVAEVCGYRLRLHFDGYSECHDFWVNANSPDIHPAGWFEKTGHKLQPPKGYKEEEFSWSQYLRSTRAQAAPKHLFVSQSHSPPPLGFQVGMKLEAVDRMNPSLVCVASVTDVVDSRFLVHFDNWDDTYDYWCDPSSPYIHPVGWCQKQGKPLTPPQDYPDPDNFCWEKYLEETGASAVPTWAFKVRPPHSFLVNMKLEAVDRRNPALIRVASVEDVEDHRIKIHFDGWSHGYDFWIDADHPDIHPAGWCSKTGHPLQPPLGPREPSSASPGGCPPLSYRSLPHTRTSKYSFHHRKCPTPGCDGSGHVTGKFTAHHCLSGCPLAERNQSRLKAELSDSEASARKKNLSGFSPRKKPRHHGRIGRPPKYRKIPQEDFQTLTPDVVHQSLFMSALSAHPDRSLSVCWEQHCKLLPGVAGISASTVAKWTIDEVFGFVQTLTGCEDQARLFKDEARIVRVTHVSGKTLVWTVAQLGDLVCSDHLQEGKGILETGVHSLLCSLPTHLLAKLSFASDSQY
#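 Displacement of a biotinylated histone H3(1-15) peptide monomethylated at Lys9 (75 nM) from L3MBTL1 (50 nM) was measured by AlphaScreen after a 30 min room-temperature compound incubation; cefsulodin titration served as intraplate control.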
# Tau fluor cs: counter-screen for tau fibril formation inhibitors. tau K18 P301L Alexa594 fluorescence, heparin fibrillization. Potency, µM (series often up to 57.7 µM), for inactives: top-dose activity change, negative = decrease. 280,000 compounds, 0.93% hits. AID 1463; also: % is scaled to controls: 0 for no effect and ±100 for the full control effect; nearly all actives have a fitted effect of over 55% in size
#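 Human K18 P301L tau (15 uM unlabeled plus 0.24 uM Alexa 594-labeled, final) in 100 mM sodium acetate pH 7 was mixed with compound and 20 uM heparin and incubated 6 hr at 37 C.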
# Tau fibril ThT: tau fibrillization inhibition (ThT binding); P10636; recombinant tau K18 P301L (four-repeat tau fragment), heparin-induced fibrillization, ThT fluorescence; Potency, µM (top dose mostly 57.4 µM), for inactives: top-dose activity, negative = inhibition, actives largely listed as inhibitors; 270,000 compounds, 2.1% hits; AID 1460; also: % is scaled to controls: 0 for no effect and ±100 for the full control effect; nearly all actives have a fitted effect of over 55% in size
# Target sequence (P10636 561-689 P618L limits assumed): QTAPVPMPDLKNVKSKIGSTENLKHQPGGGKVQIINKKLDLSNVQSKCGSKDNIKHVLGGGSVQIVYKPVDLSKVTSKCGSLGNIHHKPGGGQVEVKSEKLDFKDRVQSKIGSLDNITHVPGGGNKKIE
#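 Heparin-induced (20 uM) aggregation of recombinant human K18 P301L tau, 15 uM unlabeled with 0.24 uM labeled, pH 7 acetate buffer, 6 hr at 37 C with compound. Fibrils quantified by 30 uM ThT fluorescence after 1 hr ambient incubation.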
# TRb-SRC2 inh: TRbeta-SRC2 interaction inhibition | TRbeta-SRC2 peptide binding, fluorescence polarization; receptor liganded with 1 µM T3 | Potency, µM (titrated, usually from 106 µM), for the others: at the highest dose activity change, negative = inhibition, actives largely listed as inhibitors | 280,000 compounds, 0.065% hits | AID 1469;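 also: plate controls were bound peptide for no effect and peptide without receptor for full effect; nearly all actives have a fitted effect of over 50% in size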
#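 Polarization signal, normalized between peptide-alone and full complex controls, measured compound effects on T3-liganded human TRb LBD (0.6 uM) binding 20 nM Texas Red SRC2 peptide after 5 hr.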
# RECQ1 helicase: blocks DNA unwinding by human RECQ1. P46063. Potency, µM (series often up to 57.3 µM), inactives show at the highest dose activity, negative = inhibition, usual class: inhibitors. AID 2549. 240,000 compounds, 0.54% hits. RECQ1 DNA unwinding, red fluorescence kinetic read;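 also: plate controls were vehicle for no effect and no enzyme for full effect; nearly all actives have a fitted effect of over 30% in size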
#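 RECQ1T1 50 nM; forked duplex (20 bp + 30-nt ss tails) 200 nM, ATP 2 mM final; pH 8.0, 2 mM MgCl2, 2.5 ug/ml poly(dI-dC); 15 min compound preincubation; discontinuous kinetic read over 2 h at RT.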
# Tau fibril FP: inhibitors of human tau fibril formation | P10636 | K18 P301L tau heparin fibrillization, Alexa594 FP, 6 h | Potency, µM (highest dose often 57.7 µM), inactives show at the highest dose activity, negative = inhibition, most hits filed as inhibitors | 280,000 compounds, 0.39% hits | AID 1468; also: % is scaled to controls: 0 for no effect and ±100 for the full control effect; nearly all actives have a fitted effect of over 55% in size
#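 Human K18 P301L fragment (15 uM unlabeled plus 0.24 uM Alexa 594-labeled) in 100 mM sodium acetate pH 7 with compound, aggregation induced by 20 uM heparin for 6 hr at 37 C. ThT (30 uM) added for 1 hr, then Alexa 594 FP read.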
# HTT ATP protect: protects HTT-Q103 PC12 cells, measured by ATP; PC12 HTT-Q103 induced, cytoprotection, ATP luminescence, 40 h; Potency, µM (series often up to 56.4 µM), without a hit: cytoprotection (ATP increase), most hits filed as activators; 230,000 compounds, 0.14% hits; AID 1471;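 also: % of control where 0% means no effect; nearly all actives have a fitted effect of over 45% in size; toxic huntingtin expression switched on by the ecdysone agonist tebufenozide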
#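 PC12 cells stably carrying ecdysone-inducible Htt exon 1 (Q103)–GFP were induced with 100 nM tebufenozide (final) alongside library compounds in a dose series. Cytoprotection was scored as retained ATP by ATPlite luminescence.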
# Starred values were filed as active, the others as inactive; i = inactive; ? = inconclusive; · = no result given; [ ] = dose if it differs, or a comment. Unless noted, calls follow the shape of the dose curve; as a rule, active = well fitted curve in the direction sought with a large enough effect; inconclusive = small, poorly fitted or top-dose-only effect, or another doubt; inactive = no such curve, though single readings can be large; an effect the other way counts as inactive or inconclusive. Potency is read from the fitted curve at half-maximal effect. Not all compounds are listed (hit frequency here may not be typical).
no.	smiles	TexasRed fluor	L3MBTL1 block	Tau fluor cs	Tau fibril ThT	TRb-SRC2 inh	RECQ1 helicase	Tau fibril FP	HTT ATP protect
1	CCOc1ccc(C(=O)c2cc([N+](=O)[O-])ccc2Cl)cc1	-8%	-19%	-8%	-18%	3%	i	7%	-10%
2	CC(C)(C)c1ccc(OCCNC(=O)c2ncn[nH]2)cc1	-2%	·	-5%	-3%	-7%	-12%	6%	13%
3	CCC(=O)N1CCN(c2ccc(Cl)cc2NC(=O)c2cccc([N+](=O)[O-])c2)CC1	-6%	0%	-26%	-10%	1%	2%	7%	·
4	COc1ccccc1N1CCN(c2nc(-c3ccc(C)cc3)nc3ccccc23)CC1	-2%	·	-27%	-15%	5%	·	-5%	·
5	O=C(NNS(=O)(=O)c1ccc(Br)cc1)c1sccc1-n1cccc1	-4%	·	-11%	-16%	-7%	i	4%	-19%
6	N#Cc1ccccc1CSc1nc(N2CCCCC2)nc(N2CCCCC2)n1	-1%	6%	-13%	-3%	-6%	-4%	2%	-12%[1.9 µM]
7	CCOc1cc(/C=N/N2CCOCC2)ccc1OCc1ccc(C(=O)OC)o1	0%	3%	-17%	-18%	-3%	i	4%	-36%[inhibitor]
8	CCC(C(=O)Nc1cc(-c2cn3cccnc3n2)ccc1C)c1ccccc1 (centres undefined)	-2%	·	-12%	-7%	-8%	·	-1%	·
9	O=C(CCNC(=O)c1ccccc1Cl)Nc1nc(-c2ccc(F)cc2)cs1	-1%	-2%	-25%	-11%	0%	-17%	-2%	·
10	COc1ccc(/C=N/N=C(\N)c2nonc2N)cc1OC	-1%	·	-10%	-10%	1%	-2%	1%	-53%[inhibitor]
11	CCOC(=O)C1=C(N)N(c2ccccc2)C2=C(C(=O)CCC2)C1c1cccnc1 (centres undefined)	-3%	-8%	0%	-3%	0%	i	-1%	·
12	Cn1cc(CN2CCN(CCc3ccccc3)C(CCO)C2)cn1 (centres undefined)	-3%	2%	5%	11%	-5%	i	-4%	20%[10 µM]
13	COc1cc(NC(=O)Nc2cccc([N+](=O)[O-])c2)cc(OC)c1	-4%	-6%[11.4 µM]	14µM*[quencher]	?	-3%	i	?	-59%[inhibitor]
14	COc1ccc(-c2nnc(SC(C)C(=O)Nc3c(C)n(C)n(-c4ccccc4)c3=O)o2)cc1 (centres undefined)	-3%	-6%	-5%	-4%	0%	2%	4%	-13%
15	COc1ccc(NC(=O)CN(c2ccc([N+](=O)[O-])cc2)S(=O)(=O)c2ccccc2)c(OC)c1	-29%	-14%	?	-3%	2%	3%	4%	-11%[10 µM]
16	CC(=O)N1CCc2c(sc3c2c(=O)n(-c2ccc(C)cc2)c(=O)n3CC(=O)Nc2ccccc2)C1	1%	·	-22%	-5%	4%	·	0%	·
17	COc1ccc(C2=NOC(C(=O)Nc3ccc4c(c3)OCO4)C2)cc1OC (centres undefined)	1%	·	-21%	?	-4%	-4%	8%	-12%
18	CCc1cccc(NC(=O)c2cc(S(=O)(=O)N(C)C)ccc2N2CCCC2)c1	-5%	-3%	-8%	-9%	-9%	-11%	0%	-8%
19	CCOC(=O)C1=NNC(C(=O)c2ccc(OC)cc2)C1c1ccccc1 (centres undefined)	-7%	·	-14%	-16%	-2%	i	2%	13%
20	COc1cc(C(C)=O)ccc1OC(=O)C(C)N1C(=O)c2ccccc2C1=O (centres undefined)	-6%	-2%	-10%	?	3%	i	-5%	-5%

# 2 records drawn at random from those above, as already listed:
no.	smiles	TexasRed fluor	L3MBTL1 block	Tau fluor cs	Tau fibril ThT	TRb-SRC2 inh	RECQ1 helicase	Tau fibril FP	HTT ATP protect
14	COc1ccc(-c2nnc(SC(C)C(=O)Nc3c(C)n(C)n(-c4ccccc4)c3=O)o2)cc1 (centres undefined)	-3%	-6%	-5%	-4%	0%	2%	4%	-13%
7	CCOc1cc(/C=N/N2CCOCC2)ccc1OCc1ccc(C(=O)OC)o1	0%	3%	-17%	-18%	-3%	i	4%	-36%[inhibitor]

# (continued)
no.	smiles	TexasRed fluor	L3MBTL1 block	Tau fluor cs	Tau fibril ThT	TRb-SRC2 inh	RECQ1 helicase	Tau fibril FP	HTT ATP protect
21	CCC(=O)N(CCc1ccccc1)Cc1cc2cc3c(cc2[nH]c1=O)OCO3	-2%	35%[activator]	-6%	-6%	-19%	-2%	3%	-8%
22	CC(=Nc1ccc(Br)cc1)c1sc2ccccc2c1O	-4%	28%	?	?	0%	-5%	3%	-42%[10 µM]
23	Cc1ccc(CSc2nnc(-c3ccco3)o2)cc1	-1%	·	-10%	-15%	-16%	i	-3%	-33%
24	Cc1nn2c(C)c(C(=O)N3CCN(c4ccccc4F)CC3)cnc2c1-c1ccc(F)cc1	1%	·	-6%	-9%	-6%	·	-1%	·
25	CCCNC(=O)c1cnn(-c2ccc(C)c(C)c2)c1C1CCN(C(=O)OC(C)(C)C)CC1	2%	·	-12%	-15%	2%	·	-4%	·
26	CC(C)OC(=O)CSc1nnc(SCc2cccc3ccccc23)s1	3%	·	-24%	-24%	-4%	-5%	-9%	-14%
27	Cc1cccc(NC(=O)c2ccc3[nH]c(C)cc(=O)c3c2)c1	1%	·	-15%	?	2%	·	?	·
28	CCOc1ccc2[nH]c(=O)c(CN(CC3CCCN3CC)C(=O)NCc3ccccc3)cc2c1 (centres undefined)	-2%	·	-2%	-2%	1%	1%	1%	-25%
29	Cc1cc(C)c(NC(=O)Cn2c(=O)n(Cc3ccc4c(c3)OCO4)c(=O)c3ccccc32)c(C)c1	-2%	·	-1%	9%	9%	·	-9%	·
30	ClC(=C\c1ccccc1)/C=N/N1CCN(c2ccccn2)CC1	-2%	-11%	-16%	?	1%	-13%	-2%	-2%[10 µM]
31	Cc1cccc(Nc2nnc(C)c(=O)n2N)c1	1%	30%	9%	8%	6%	-1%	5%	18%[10 µM]
32	CCOC(=O)NC(=O)CSc1nc2ccc(C)cc2[nH]1	-1%	6%	0%	-3%	-3%	2%	-1%	-50%
33	CCN1CCN(Cc2ccc(NC(=O)c3ccc(C)c(NC(=O)c4ccc5n[nH]nc5c4)c3)cc2C(F)(F)F)CC1	-1%	·	4%	6%	-1%	8%	1%	2%[10 µM]
34	CCOc1ccccc1C(=O)N[C@H](C(=O)Nc1ccc(OC)c(S(=O)(=O)N2CCOCC2)c1)C(C)C	1%	-21%	-2%	-7%	-5%	-6%	3%	-21%[10 µM]
35	Cc1ccccc1NC(=O)CC1NCCNC1=O (centres undefined)	5%	·	-7%	-3%	8%	·	-10%	·
36	COc1ccc(NC(=S)N(Cc2ccc(C)cc2)Cc2ccccn2)cc1	-1%	·	-19%	-15%	-3%	-3%	0%	-24%
37	CCCCC1CCC(C(=O)OCC(=O)Nc2ccc(S(N)(=O)=O)cc2)CC1 (centres undefined)	0%	-3%	-18%	-1%	3%	-18%	?	20%[10 µM]
38	CCN(CC)c1ccc(NC(=O)CCS(=O)(=O)c2cc3c(cc2Cl)NC(=O)CO3)c(C)c1	-7%	·	?	10%	2%	·	?	·
39	COc1ccc(OC)c2c1C(=O)C(Cl)=C(Cl)C2=O	-2%	0%	?	4.5µM*	4%	20%	18µM*	-93%[inhibitor][10 µM]
40	COc1cc(C(=O)Nc2ccc3c(c2)N(C2CCCC2)C(=O)c2ccccc2S3)cc(OC)c1OC	-10%	·	-27%	-7%	0%	·	?	·
41	CC1=C(C(=O)O)N2C(=O)[C@@H](NC(=O)C(N)C3=CCC=CC3)[C@H]2SC1 (some centres undefined)	1%	·	-30%	?	-3%	i	?	·
42	CCn1c(C)c(CS(=O)(=O)c2ccccc2)[nH]c1=O	-1%	·	-18%	?	4%	i	?	-166%[inhibitor]
43	COc1ccc2oc(=N)c(-c3nnc4n3CCCCC4)cc2c1	0%	·	-8%	-8%	1%	i	-4%	9%
44	CN1/C(=C\C=C(C#N)C#N)C(C)(C)c2ccccc21	-2%	6%	15%	8%	2%	-12%	-6%	·
45	COc1cc2oc(=O)c3c4c(cc5ccc(c1CCN(C)C)c2c53)OCO4	-3%	·	-11%	-15%	-5%	?	9%	-88%[inhibitor]
46	CCOc1cc(C(Nc2cc(C)ccn2)c2ccc3cccnc3c2O)ccc1OC (centres undefined)	-69%[1.83 µM]	·	-9%	?	-28%[1.83 µM]	·	-13%	·
47	O=C(CSc1nc2ccccc2c(=O)[nH]1)Nc1ccccc1N1CCOCC1	-1%	5%	-10%	-7%	-5%	-1%	-5%	-2%[10 µM]
48	O=C1C(=O)N(c2cccc(Cl)c2)C(c2ccccc2[N+](=O)[O-])/C1=C(\O)c1ccccc1 (centres undefined)	3%	0%	-6%	?	3%	0%	0%	-26%
49	Cc1ccc(CNC(=O)Nc2cc(C(=O)NCc3cccc(F)c3)ccc2N2CCCC2)cc1	0%	·	-17%	-4%	1%	·	5%	·
50	CC(=O)c1ccc(NC(=O)c2cccs2)cc1	-1%	·	-14%	?	-7%	7%	-5%	-41%[inhibitor]
51	COc1cc(-c2nnc(-c3ccccc3)o2)cc(OC)c1OC	-3%	2%	-1%	-9%	-4%	-8%	2%	-3%[10 µM]
52	Cc1ccccc1-c1nc(CS(=O)(=O)CC(=O)NCCN2CCOCC2)c(C)o1	0%	5%	6%	1%	-12%	-8%	-6%	1%
53	O=C(Nc1cccs1)Nc1c(F)cc(F)cc1Br	-1%	-2%	3%	6%	8%	-19%	11%	7%[10 µM]
54	COc1ccc(N2CCN(CC(O)COc3ccc(C)c(C)c3)CC2)cc1 (centres undefined)	2%	·	-19%	?	3%	·	6%	·
55	CCc1nnc(NS(=O)(=O)c2ccc(NC(=O)c3cc4ccccc4oc3=O)cc2)s1	-4%	7%	-1%	-8%	2%	-14%	-2%	-15%[10 µM]
56	COc1ccccc1OCCn1c(-c2ccc(Br)cc2)nc2ccccc2c1=O	-3%	·	-7%	12%	12%	·	-11%	·
57	Cc1cc(-c2onc(C)c2C(=O)Oc2ccc(Cl)cc2)no1	-5%	38%[activator]	-12%	-9%	-4%	-7%	-16%	-4%[10 µM]
